PI5P4K alpha inh = qHTS for Inhibitors of phosphatidylinositol 5-phosphate 4-kinase (PI5P4K). PI5P4Kalpha enzyme, ADP-Glo luminescence, 60 min; active compounds read low. AID 652105, 2013. max response, %. actives 1.2% (n = 330,000). Phosphatidylinositol 5-phosphate 4-kinase type-2 alpha (Homo sapiens), P48426; active = max response of -50% or lower; inconclusive = between -30% and -50%; inactive = -30% or higher; also: value at the top dose of about 77 µM; % is scaled to controls: 0 for no effect and ±100 for the full control effect
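ADP-Glo luminescence end-point after a 60 min room-temperature kinase reaction. PI5P4Kalpha and substrate in HEPES pH 7.4 buffer with EGTA, 0.1% CHAPS and 5% DMSO; ATP at 5 microM final.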
DRD3 agonist = qHTS of D3 Dopamine Receptor Agonist: qHTS | D(3) dopamine receptor (Homo sapiens), P35462 | actives 0.58% (n = 410,000) | D3R DiscoveRx beta-arrestin cells, luminescence, 90 min | max activation, %; in the data active = max activation above about 30%; also: 0% is about no effect; mostly tested at two doses, the higher about 12 µM
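Cells at 1500/well, incubated overnight, then treated with pinned compounds (dopamine as control) for 90 min at 37 degrees C. DiscoveRx reagent added for 30 - 60 minutes at room temperature; luminescence read.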
IL2 activator = qHTS of IL-2 Activators | AID 652025, 2013 | activation, % (series mostly up to about 46 µM) | actives 0.065% (n = 360,000) | IL-2 activation reporter assay, cell-based qHTS; stimulated with anti-CD3/CD4/CD28 beads; in transgenic mouse T cells; in the data active = activation above about 50%; inconclusive = mostly about 30% to 49%; also: 0% is about no effect
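Unstimulated transgenic mouse T cells, 750 per well, received compound and, after 60 minutes, anti-CD3/anti-CD4 bead plus anti-CD28 stimulation. EGFP and DsRed were quantified after 18 hours.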
WRN inhibitor = qHTS for Inhibitors of WRN Helicase. Bifunctional 3'-5' exonuclease/ATP-dependent helicase WRN (Homo sapiens), Q14191. WRN helicase unwinding, fluorescent forked duplex, kinetic. Potency, µM (top dose mostly 114 µM), for the others: at the top dose activity change, negative = inhibition, usual class: inhibitors. actives 0.46% (n = 360,000). AID 651768, 2012; also: potency is read from the fitted curve at half-maximal effect; % is scaled to controls: 0 for no effect and ±100 for the full control effect; nearly all actives have a fitted effect of over 55% in size
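WRN at 20 nM final preincubated with compound 15 min at room temperature; reaction started with 100 nM fluorophore/quencher forked duplex oligonucleotide and 2 mM ATP final. Unwinding followed kinetically by red fluorescence (ex 525, em 598 nm).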
GLP1R cytotox = qHTS of GLP-1 Receptor Inverse Agonists: Cytotox Screen; HEK293 cAMP-luciferase reporter cells, luminescence, 24 h; Potency, µM (highest dose often 38.3 µM), for the others: top-dose activity change, negative = inhibition, actives largely listed as inhibitors; actives 0.13% (n = 410,000);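 also: loss of luciferase light is scored as toxicity; potency is read from the fitted curve at half-maximal effect; % is scaled to controls: 0 for no effect and ±100 for the full control effect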
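Compound-treated cells are incubated 24 hr at 37 deg C under 5% CO2 after a 12 hour attachment period, then luciferase detection reagent is added and luminescence is measured following 12 min at room temperature; lowered signal indicates toxicity.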
GLP1R inv ag = qHTS of GLP-1 Receptor Inverse Agonists (Inhibition Mode); Glucagon-like peptide 1 receptor (Homo sapiens), P43220; Potency, µM (doses to about 38.3 µM), inactives show top-dose activity change, negative = inhibition, most hits filed as inhibitors; HEK293 GLP-1R CRE-luciferase, luminescence, 24 h; GLP-1R form is constitutively active; actives 1.6% (n = 410,000); also: potency is read from the fitted curve at half-maximal effect; % is scaled to controls: 0 for no effect and ±100 for the full control effect; nearly all actives have a fitted effect of over 55% in size
Target sequence (P43220 whole entry, looked up): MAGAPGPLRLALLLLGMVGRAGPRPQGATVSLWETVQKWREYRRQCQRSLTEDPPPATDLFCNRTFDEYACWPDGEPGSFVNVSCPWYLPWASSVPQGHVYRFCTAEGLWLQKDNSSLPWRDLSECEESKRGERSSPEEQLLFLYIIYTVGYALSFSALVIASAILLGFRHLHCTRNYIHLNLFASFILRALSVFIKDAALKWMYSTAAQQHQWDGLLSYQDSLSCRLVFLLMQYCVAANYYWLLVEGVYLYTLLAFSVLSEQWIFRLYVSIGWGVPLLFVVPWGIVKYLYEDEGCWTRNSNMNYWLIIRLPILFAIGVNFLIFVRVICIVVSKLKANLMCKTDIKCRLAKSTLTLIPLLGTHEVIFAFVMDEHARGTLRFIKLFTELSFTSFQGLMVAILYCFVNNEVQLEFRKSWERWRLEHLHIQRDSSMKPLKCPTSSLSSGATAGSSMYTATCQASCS
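Luminescence readout: a drop in cAMP-driven luciferase signal flags inverse agonism at a constitutively active GLP-1R stably expressed in HEK293. Compound exposure lasted 24 hr at 37 deg C, 5% CO2.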
DRD3 antagonist = qHTS of D3 Dopamine Receptor Antagonist: qHTS | D(3) dopamine receptor (Homo sapiens), P35462 | D3R cells, DiscoveRx beta-arrestin luminescence, antagonist mode; active compounds read low | max response, negative = inhibition, % | actives 2.5% (n = 360,000) | AID 652054, 2013; in the data active = max response below about -50%; inconclusive = no clear call, values can overlap the other calls; also: % is scaled to controls: 0 for no effect and ±100 for the full control effect; mostly tested at two doses, the higher about 12 µM
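Cells plated overnight at 1500 cells/well, then exposed to library compounds with dopamine controls for 90 minutes at 37 degrees C. DiscoveRx reagent added for 30–60 minutes at room temperature; luminescence read, quantitative HTS format.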
GLP1R ag = qHTS of GLP-1 Receptor Agonists; Glucagon-like peptide 1 receptor (Homo sapiens), P43220; HEK293 GLP-1R CRE-luciferase, luminescence, 4-6 h; cells express a hypersensitive GLP-1R form; Potency, µM (doses to about 45.6 µM), inactives show at the highest dose activation, hits mostly activators; actives 0.007% (n = 380,000); AID 624172, 2012; also: potency is read from the fitted curve at half-maximal effect; % of control where 0% means no effect
PLK1 PBD block = qHTS for Inhibitors of PLK1-PDB (polo-like kinase 1 - polo-box domain): Primary Screen; Serine/threonine-protein kinase PLK1 (Homo sapiens), P53350; Plk1 PBD binding of FITC phosphopeptide, fluorescence polarization; Potency, µM, for the others: max response, negative = inhibition, hits mostly inhibitors; actives 2.8% (n = 360,000); also: potency is read from the fitted curve at half-maximal effect; series mostly up to about 57 µM; % is scaled to controls: 0 for no effect and ±100 for the full control effect; nearly all actives have a fitted effect of over 65% in size
Target sequence (P53350 whole entry, looked up, the tested form may be a part): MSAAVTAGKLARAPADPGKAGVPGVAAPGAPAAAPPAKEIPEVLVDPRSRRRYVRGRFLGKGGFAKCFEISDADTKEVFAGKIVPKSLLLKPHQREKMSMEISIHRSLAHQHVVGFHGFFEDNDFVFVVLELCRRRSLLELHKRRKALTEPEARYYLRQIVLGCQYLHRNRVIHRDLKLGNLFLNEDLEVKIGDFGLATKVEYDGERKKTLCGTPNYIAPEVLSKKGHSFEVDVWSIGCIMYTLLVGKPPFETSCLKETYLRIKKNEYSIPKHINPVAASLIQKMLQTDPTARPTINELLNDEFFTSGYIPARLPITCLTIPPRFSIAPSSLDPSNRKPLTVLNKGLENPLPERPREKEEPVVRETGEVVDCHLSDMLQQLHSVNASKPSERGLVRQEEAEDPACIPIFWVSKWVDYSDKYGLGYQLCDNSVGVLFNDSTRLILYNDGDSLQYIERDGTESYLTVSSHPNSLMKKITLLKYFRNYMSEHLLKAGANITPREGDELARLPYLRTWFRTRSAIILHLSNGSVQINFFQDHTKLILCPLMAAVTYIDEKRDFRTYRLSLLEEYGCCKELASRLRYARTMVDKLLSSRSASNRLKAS
* marks the source's active call; other numbers are inactive results; u = inconclusive; x = not tested or not shown; [ ] = another dose, or the depositor's remark. Unless noted, calls follow the shape of the dose curve; as a rule, active = well fitted curve in the direction sought with a large enough effect; inconclusive = small, poorly fitted or top-dose-only effect, or another doubt; inactive = no such curve, though single readings can be large; an effect the other way counts as inactive or inconclusive.

compound,GLP1R ag,GLP1R cytotox,DRD3 antagonist,IL2 activator,DRD3 agonist,WRN inhibitor,PLK1 PBD block,PI5P4K alpha inh,GLP1R inv ag
COC(=O)C(Cc1ccc(O)cc1)NC(=O)c1ccccc1 (configuration not stated),-0.7%,4.4%,-8.6,-3.8,-12.0,13.5%,1.4%,x,25.7%
CC(NC(=O)C1CCN(S(=O)(=O)c2cnc[nH]2)CC1)c1ccccc1 (configuration not stated),-10.4%,-0.7%,0.5,0.3,1.0,-7.8%,-0.2%,-1.4,3.9%
O=C1C2C3C=CC(C3)C2C(=O)N1c1n[nH]c(CCc2ccccc2)n1 (configuration not stated),0.5%,0.4%,-25.0,1.5,-9.6,3.4%,1.0%,x,0.3%
COc1ccc(CCNC(=O)c2c(C)nn(CC(C)C)c2Cl)cc1,u,-7.0%,-10.8,-7.7,-3.9,-20.1%,-3.0%,-4.0,-26.6%
Cc1cc(NC(=O)c2ccc3c(c2)OCO3)ccc1NC(=O)c1ccco1,0.4%,-12.9%,-15.3,0.1,-4.6,-10.1%,-5.6%,-7.4,-14.3%
COc1ccccc1CC(=O)Nc1ccccc1O,19.0%,4.4%,3.5,4.0,11.6,-5.6%,-2.9%,x,8.6%
CN(CCC#N)C(=S)Nc1ccc(F)cc1,-4.0%,u,1.4,-2.3,15.7,4.6%,-6.2%,-5.8,-9.2%
O=C(NCc1ccc2c(c1)OCO2)c1ccc2c(c1)OCCO2,6.8%,19.2%,-3.8,0.0,-1.6,-13.7%,-0.6%,-3.6,-1.5%
Cc1ccc(-n2ncc3c2CCCC3NC(=O)CCc2c(C)noc2C)cc1C (configuration not stated),-13.7%,5.0%,3.5,-3.8,1.6,-28.1%,-6.4%,-6.2,-17.7%
Cc1ccc(C)c(OCC(=O)Nn2c(C)nc3ccccc3c2=O)c1,-12.9%,-2.8%,26.8,2.4,0.4,-16.7%,-5.4%,9.2,-24.2%
CC12CCC(c3nnc(SCC(=O)Nc4cccc5ccccc45)nc31)C2(C)C (configuration not stated),6.0%,-6.4%,-19.9,-2.0,-1.5,-6.4%,-10.0%,-1.9,-23.6%
CCC(=O)Nc1ccccc1C(=O)OCC(=O)c1cccc2ccccc12,10.2%,5.5%,23.3,0.3,-0.6,-9.0%,-1.1%,3.2,-20.5%
O=C(N/C(=C\c1cccc([N+](=O)[O-])c1)C(=O)N1CCCCC1)c1cccs1,-2.4%,1.1%,-10.3,-2.6,-3.1,-3.5%,-0.6%,x,0.9%
CCOC(=O)C(=O)Nc1cc(Cl)ccc1C,-8.0%,-17.8%,-8.4,0.7,-3.3,-0.6%,0.7%,1.1,5.9%
CC(C)(C)C(=O)Nc1nnc(SCC(=O)NCc2ccco2)s1,-0.3%,-0.7%,3.3,-1.4,0.6,2.1%,-13.6%,-13.9,16.3%
O=c1[nH]c2ccccc2n1Cc1ccccc1,-4.0%,3.7%,-14.6,0.3,0.2,0.0%,-0.7%,-0.3,-5.1%
CSc1nc2sc3c(c2c2nnnn12)CCCC3,11.2%,-1.6%,21.5,-2.3,3.2,2.3%,-4.3%,x,0.0%
CCN1CCN(Cc2ccc(OC)c(OCc3ccccc3)c2)CC1,-7.5%,3.4%,u,7.3,-8.3,9.9%,-4.6%,x,1.2%
Cc1ccc(-n2nnc3ccccc3c2=O)cc1C,9.0%,-20.2%,6.1,0.1,3.1,-1.1%,-5.9%,2.8,u
NCc1csc(NC(=O)Nc2cccc(Cl)c2)n1,-4.4%,-9.8%,4.7,0.4,2.3,14.3%,3.6%,0.4,17.9%
CC(=O)N(c1ccc2oc(=O)sc2c1)S(=O)(=O)c1cccs1,-14.2%,0.1%,-50.9*,-3.2,5.7,-15.4%,u,-17.7,0.3%
O=C(Nc1cccc(NC(=O)c2cccc(Cl)c2)c1)c1cccnc1,14.4%,-17.8%,23.3,-3.4,-1.9,2.6%,-0.4%,3.8,-19.1%
O=C1CCC2CN3CCc4c([nH]c5ccccc45)C3CC2C1 (configuration not stated),-4.3%,40.1%[activator],-89.5*,-3.1,-11.8,-6.2%,-13.6%,-0.6,u
COc1cc2c(cc1OC)C1=C(C#N)CC/C(=N\S(=O)(=O)c3cccc(Cl)c3)N1CC2,u,16.3%,19.7,-2.9,20.2,-0.6%,-7.8%,x,0.0%
O=C(CSc1nnc(NC(=O)C2CC(=O)N(c3ccccc3)C2)s1)NCc1ccco1 (configuration not stated),-1.5%,-3.9%,0.2,-4.0,3.9,-21.5%,-26.9%,u,8.0%
CC(N)c1csc(NC(=O)c2cc(C(C)(C)C)nn2Cc2ccccc2)n1 (configuration not stated),-3.6%,0.7%,-12.0,0.0,-3.8,5.8%[57.1 µM],-5.0%,19.6,-26.1%
Fc1cc(F)cc(NC(=S)N2CCC(c3ccccc3)C2)c1 (configuration not stated),-4.1%,-2.4%,2.1,-1.0,-15.6,8.3%,-5.3%,1.2,26.7%
Cc1cccnc1NC(=O)C1CCN(S(=O)(=O)c2ccc3c(c2)CCC(=O)N3)CC1,-6.7%,5.5%,40.0,0.5,0.0,1.4%,-3.0%,1.2,4.8%
O=C1/C(=C/c2ccc(S(=O)(=O)O)cc2S(=O)(=O)O)CCc2ccccc21,10.9%,-11.9%,2.4,-1.1,2.4,-9.5%,-5.7%,-1.3,19.8%
O=C(CCCCCN1C(=O)[C@@H]2Cc3ccccc3CN2C1=O)NCCc1ccccc1,17.3%,-34.5%,0.7,-1.4,2.6,-2.0%,-2.1%,-1.3,2.3%
Cc1cccc(C(=O)OCC(=O)NCc2cccs2)c1,8.9%,-2.5%,2.0,0.2,2.3,0.9%,-4.2%,-2.7,-13.7%
CC(=O)Nc1ccc(C(=O)OCC(=O)Nc2ccc(N3CCOCC3)cc2)cc1,-0.5%,5.0%,19.1,-0.7,-6.4,-6.6%,1.7%,7.2,27.1%
Cc1csc(N2CCN(c3cc4c(cc3Cl)nc(-c3ccncc3)n4CCCN3CCCC3)CC2)n1,-0.6%,-6.5%,5.5,-0.3,11.7,-10.8%,-8.0%,7.5,u
COc1cccc(NC(=O)CSc2nc(C3CC3)nc3ccccc23)c1,10.8%,3.3%,8.4,1.0,2.4,-9.9%[11.6 µM],-6.4%,4.7,8.6%
CC(C)(C)c1cc(=O)n2[nH]c(N)nc2n1,0.1%,0.2%,10.6,1.0,0.4,-4.2%,-9.8%,-2.4,0.4%
COc1ccccc1-c1cn[nH]c1-c1ccc(OCc2ccccc2)cc1O,15.1%,u,-3.8,-0.9,-0.2,-9.8%,-6.7%,26.9,u
COc1ccc(-c2ncccc2OC(=O)C23CC4CC(CC(C4)C2)C3)cc1,20.1%,0.7%,12.0,-0.3,6.7,-25.4%,-6.0%,17.1,u
Cc1cc(NC(=O)CCC(=O)N(Cc2cccs2)C(C(=O)NC2CCCC2)c2cccnc2)no1 (configuration not stated),-3.2%,16.3%,-29.3,0.1,1.9,-4.4%,-8.3%,x,0.5%
Cc1ccc(NC(=S)NCc2cccn2C)cc1,3.0%,-3.0%,-16.4,0.4,32.5*,-9.3%,-4.6%,x,0.7%
CCOC(=O)N1CCN(c2c(N3CCC(N4CCCCC4)CC3)c(=O)c2=O)CC1,-2.4%,-5.2%,-21.1,1.5,-5.4,-0.8%,-3.6%,-3.3,11.2%
CC(C)(C)c1cc(C(=O)N2CCN(c3ncccn3)CC2)ccn1,0.5%,1.2%,11.0,-4.0,-3.1,-2.5%,-6.2%,1.3,-1.7%
CCOC(=O)C(C)n1cnc2sc(C)c(C)c2c1=O (configuration not stated),-8.3%,9.8%,9.8,1.0,-1.5,-6.6%,-3.6%,-0.9,3.2%
CC1CCc2sc3c(c2C1)c(=O)n(CC(=O)O)c(=O)n3Cc1ccc(Cl)cc1 (configuration not stated),-3.9%,-5.4%,13.6,-2.2,3.3,-3.1%,u,-0.2,-21.9%
Cc1nnc(SCCn2c(N3CCCCC3)nc3c2c(=O)n(C)c(=O)n3C)s1,-2.9%,15.3%,-0.8,-2.3,-2.4,5.8%,-8.6%,x,17.2%
O=C(NCc1n[nH]c(=S)n1-c1ccc(Cl)c(Cl)c1)c1cccs1,3.1%,19.9%,-21.7,2.4,-7.6,-0.2%,-23.6%,-3.6,24.0%
COc1ccc(C2CC(c3cccc(C(F)(F)F)c3)=NN2c2ccc(S(N)(=O)=O)cc2)cc1 (configuration not stated),5.0%,193.0%[activator],14.1,-0.6,8.0,-1.7%,-7.9%,10.4,u
Cc1nc2ccccn2c1C(=O)NC1CCCC1,2.4%,4.1%,15.2,0.8,0.4,8.6%,-5.5%,2.9,10.5%

Two of these compounds in another layout.
Order of results – GLP1R ag, GLP1R cytotox, DRD3 antagonist, IL2 activator, DRD3 agonist, WRN inhibitor, PLK1 PBD block, PI5P4K alpha inh, GLP1R inv ag
> Cc1cc(NC(=O)CCC(=O)N(Cc2cccs2)C(C(=O)NC2CCCC2)c2cccnc2)no1 (configuration not stated)
 : -3.2%, 16.3%, -29.3, 0.1, 1.9, -4.4%, -8.3%, x, 0.5%
> Cc1ccc(NC(=S)NCc2cccn2C)cc1
 : 3.0%, -3.0%, -16.4, 0.4, 32.5*, -9.3%, -4.6%, x, 0.7%

Screening data deposited in PubChem by National Center for Advancing Translational Sciences (NCATS).
